Assay outcomes from PubChem BioAssay.
RXFP1 ag – agonists of human relaxin receptor RXFP1; Q9HBX9; HEK293T-RXFP1 cAMP TR-FRET, 30 min; response scale: percent of porcine relaxin response, buffer zero; Potency, µM (series often up to 57.5 µM), inactives show top-dose activation, actives largely listed as activators; 0.3% of 370,000 active; AID 2676; further: potency means the concentration at half of the fitted maximal effect; on the % scale 0 is the no-effect control and ±100 the full control effect; nearly all actives have a fitted effect of over 60% in size; many of its hits are not listed in these tables
Target sequence (Q9HBX9 whole entry, looked up): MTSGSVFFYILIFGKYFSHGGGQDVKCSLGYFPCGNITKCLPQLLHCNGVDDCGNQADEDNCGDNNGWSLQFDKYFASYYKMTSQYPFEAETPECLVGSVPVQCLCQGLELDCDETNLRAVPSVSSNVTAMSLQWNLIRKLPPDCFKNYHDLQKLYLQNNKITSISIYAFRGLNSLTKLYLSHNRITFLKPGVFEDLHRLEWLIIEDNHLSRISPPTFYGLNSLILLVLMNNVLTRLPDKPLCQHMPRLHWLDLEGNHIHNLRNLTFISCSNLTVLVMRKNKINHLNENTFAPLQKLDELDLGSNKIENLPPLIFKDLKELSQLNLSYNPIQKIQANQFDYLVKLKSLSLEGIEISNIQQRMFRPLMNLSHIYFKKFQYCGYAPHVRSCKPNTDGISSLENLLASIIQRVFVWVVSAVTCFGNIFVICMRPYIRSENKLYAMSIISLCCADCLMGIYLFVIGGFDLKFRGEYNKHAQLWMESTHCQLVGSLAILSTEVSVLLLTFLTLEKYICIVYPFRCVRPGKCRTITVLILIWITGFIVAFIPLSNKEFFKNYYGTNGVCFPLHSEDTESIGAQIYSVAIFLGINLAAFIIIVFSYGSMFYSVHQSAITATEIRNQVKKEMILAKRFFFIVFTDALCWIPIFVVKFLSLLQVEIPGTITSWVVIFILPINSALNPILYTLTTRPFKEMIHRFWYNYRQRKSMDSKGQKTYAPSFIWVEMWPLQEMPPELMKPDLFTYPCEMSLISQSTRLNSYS
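HEK293 cells stably expressing RXFP1, treated 30 min at 37C with compounds plus PDE4 inhibitor Ro 20174; cAMP measured by HTRF TR-FRET. Normalized to buffer and 29 nM porcine relaxin; EC50 by Hill fit.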
D1 antagonist – blocks dopamine activation of the human D1 receptor. 3.2% of 360,000 active. activity change, negative = inhibition, % at 10 µM. P21728. HEK293 TREx D1 cells, calcium flux, dopamine EC80; hits give low values; in the data active means activity change below about -30%; further: on the % scale 0 is the no-effect control and ±100 the full control effect
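Tetracycline-induced HEK293 Trex D1 cells, force-coupled to calcium, dye-loaded; compounds added and read 180 s, then EC80 dopamine added and calcium flux tracked kinetically another 180 s.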
Vif-A3F inh – blocks the Vif interaction with APOBEC3F | HeLa A3F-eYFP + Vif (tagged APOBEC3F with the HIV-1 protein that degrades it), YFP fluorescence increase | Potency, µM (highest dose often 46.1 µM), inactives show at the highest dose activity, negative = active | 0.2% of 390,000 active | AID 602313; further: potency means the concentration at half of the fitted maximal effect; % of control where 0% means no effect; nearly all actives have a fitted effect of over 65% in size
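HeLa cells stably expressing A3F-eYFP plus Vif, plated and incubated overnight at 37 deg C, then exposed to compounds overnight at 37 deg C. Blocked degradation read as raised yellow fluorescence (Ex 488/Em 500-530).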
GRP78 ERSR act – ER stress response induction in glioma. 0.02% of 420,000 active. U87-MG GRP78 promoter luciferase reporter, 16 h. Potency, µM, inactives show at the highest dose activation, actives largely listed as activators. AID 602332; further: potency means the concentration at half of the fitted maximal effect; series mostly up to about 76 µM; % of control where 0% means no effect; nearly all actives have a fitted effect of over 35% in size
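Stably transfected U87-MG glioma cells carrying a GRP78-based luciferase sensor; 16 h compound incubation. Luminescence end-point read 10 min after Bright-Glo addition at room temperature.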
D2 potentiator – positively modulates the human D2 dopamine receptor allosterically; P14416; HEK293 T-REx D2, calcium flux, EC20 dopamine potentiation; potentiation, % at 10 µM; 0.34% of 340,000 active; AID 485347;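 active means potentiation over 3 SD above the plate norm, cut at about 30% in these data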; further: 0% is about no effect
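Cells plated with tetracycline inducer and held overnight at 30 C; calcium dye loaded 30–90 min at room temperature; baseline taken, compound added and read 180 s; EC20 dopamine then added and read 180 s.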
Vif-APOBEC3G blk – blocks the Vif interaction with human APOBEC3G. Q9HC16. HeLa A3G-eYFP + Vif (tagged APOBEC3G with the HIV-1 protein that degrades it), YFP fluorescence, overnight. Potency, µM (top dose mostly 46.1 µM), inactives show top-dose activity, negative = active, hits mostly inhibitors. 0.076% of 410,000 active. AID 602310;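 further: potency means the concentration at half of the fitted maximal effect; on the % scale 0 is the no-effect control and ±100 the full control effect; nearly all actives have a fitted effect of over 60% in size; hits raise eYFP signal because A3G escapes Vif-driven loss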
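HeLa cells stably expressing Vif and C-terminally eYFP-tagged A3G, seeded overnight at 37 deg C, then exposed to compound by pintool overnight at 37 deg C. Rise in yellow fluorescence (Ex 488/Em 500-530, Acumen) marks blocked Vif-driven A3G degradation.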
D1 potentiator – human D1 dopamine receptor positive modulation; P21728; HEK293 TREx D1 cells, calcium flux, dopamine EC20 potentiation; potentiation, % at 10 µM; 0.036% of 360,000 active; AID 504651; in the data active means potentiation above about 30%; further: 0% is about no effect
D1 agonist – activates the human D1 dopamine receptor | AID 504660 | activation, % at 2 µM | 1% of 360,000 active | HEK293 T-REx D1 cells, calcium flux, agonist mode; in the data active means activation above about 30%; further: 0% is about no effect
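Agonism was scored from calcium flux recorded over 180 s (1 read/s) after pintool compound addition, following a 10-cycle baseline. Cells were inducible force-coupled HEK293 TREx D1, plated overnight at 30 C and loaded with no-wash calcium dye.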
RXFP1 antagonist – blocks the human relaxin receptor RXFP1 | HEK293-RXFP1, relaxin-stimulated cAMP HTRF, 30 min; hits give low values | AID 1259400 | 0.59% of 350,000 active | Q9HBX9 | activity change, negative = inhibition, % at 57.5 µM;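 active means activity change of -60% or lower, but not beyond a set lower limit; inconclusive means change between -60% and -40%, or beyond the set limit; inactive means change above -40%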; further: on the % scale 0 is the no-effect control and ±100 the full control effect
Numbers without * were called inactive; ? = inconclusive; . = not tested or not shown. Unless noted, the call rests on the fitted dose curve; in most records, active means well fitted curve in the direction sought with a large enough effect; inconclusive means small, poorly fitted or top-dose-only effect, or another doubt; inactive means no such curve, though single readings can be large; an effect the other way counts as inactive or inconclusive.

Molecule,D1 antagonist,D1 potentiator,D2 potentiator,RXFP1 antagonist,Vif-APOBEC3G blk,Vif-A3F inh,RXFP1 ag,GRP78 ERSR act,D1 agonist
O=C1C(Cl)=C(Nc2ccc(F)cc2)C(=O)N1CCc1ccccc1,-35*,-3,-14,-35,-2%,3%,-0.8%,5%,2
COc1ccc(CCNC(=O)C2CCN(S(=O)(=O)c3ccc(OC)cc3)CC2)cc1,-25,-9,0,5,1%,1%,0.8%,-4%,5
CC(C)C[C@H]1CN=C(Nc2ccccc2)N1CC1CCCCCC1,-31*,-4,0,.,9%,-1%,-3.8%,-6%,29
CCN(Cc1ccc(OC)c(F)c1)C(=O)c1oc2ccccc2c1COC,4,-5,17,-19,1%,1%,4.1%,-2%,4
CCOC(=O)C1=C(C)NC(C)=C(C(=O)OCC)C1C(=O)OCC(=O)NCc1ccccc1,.,.,.,-1,-1%,4%,.,-1%,.
Cc1ccccc1CNC(=O)C(=O)NCC1CCCN1S(=O)(=O)c1ccccc1 (stereo not given),-8,5,15,-1,-1%,-18%,0.5%,-4%,3
CCC(C)NC(=O)CC(c1ccc(OC)cc1)n1cccc1 (stereo not given),9,-1,-4,-6,-1%,2%,3.2%,0%,2
CCOc1ccccc1C(=O)N1c2ccccc2Sc2ccccc21,-25,-2,8,-12,-9%,-4%,-1.4%,-6%,5
Cc1ccc(/C=C(\C#N)C(=O)NCc2ccco2)o1,0,-8,-19,-4,0%,-4%,1.1%,3%,0
O=C(CCCc1ccccc1)Nc1ccnn1C1CCN(Cc2ccc(Cl)cc2)CC1,-30,-2,-23,1,1%,5%,1.1%,-3%,27
CSc1ccc(CCNC(=O)Cn2ncc3c(=O)oc4ccc(C)cc4c32)cc1,-3,0,.,-11,4%,7%,5.3%,-3%,2
CC1CCN(Cc2nnnn2CCCC(=O)NCCc2cnn(C)c2)CC1,-7,-3,15,1,1%,-14%,-0.2%,-1%,0
COc1ccc(N=c2cc(-c3ccc(O)cc3)oc3ccccc23)cc1,-4,0,.,-33,8%,-29%,0.7%,0%,-1
CCOc1ccc(/C=C/C(O)=C2/C(=O)N(C)C3(C)CC2c2ccccc2O3)cc1OC (stereo not given),-23,-13,2,-4,-23%,8%,1.2%,-4%,5
Cc1nc2nc(NCc3ccc(Br)cc3)[nH]n2c(=O)c1Cc1ccccc1,3,-2,0,-19,-4%,-6%,-0.8%,1%,-1
CCCCNC(=O)c1ccccc1NC(=O)C1=C(C)OCCS1,-11,8,7,1,0%,1%,4.1%,2%,0
Cc1ccc(S(=O)(=O)CC(=O)Nc2ccc3nc(C)sc3c2)cc1,-12,-3,26,-7,-5%,-11%,2.0%,0%,3
Nc1nc(SCC(=O)N2CCCC2)[nH]c(=O)c1NC(=O)c1ccco1,-3,2,-4,-5,-2%,9%,0.4%,-3%,0
CC(C)CN1C(=O)C(=O)N(CC(=O)N2CCN(c3ccccc3)CC2)C1=O,5,-2,0,2,3%,0%,0.1%,-3%,3
COC(=O)c1ccc(C)c(NC(=O)c2nn(C)c(=O)c3ccccc23)c1,-3,-3,2,4,-4%,-6%,1.7%,-1%,1
Cc1cccc(OCCCC(=O)Nc2ccc(S(N)(=O)=O)cc2)c1,-5,7,5,-15,-1%,-8%,0.5%,2%,0
Nc1nc(N)c(N=Nc2ccc(Cl)cc2)c(=O)[nH]1,6,-1,2,3,-1%,-20%,-2.4%,3%,4
CN(C)Cc1nc2ccccc2c(=O)n1CC(=O)Nc1cccc(S(=O)(=O)N2CCOCC2)c1,-14,9,0,-9,-4%,3%,19%,-4%,5
CC(=O)c1cccc(NC(=O)C(C)OC(=O)c2ccc3ncsc3c2)c1 (stereo not given),-10,-5,.,4,-1%,5%,3.6%,-3%,1
CCOc1ccc(NC(=O)CSc2ncc(S(=O)(=O)c3ccc(F)c(C)c3)c(=O)[nH]2)cc1,10,-2,21,.,2%,8%,0.9%,-3%,1
CC1=NN2C(=N)/C(=C\c3cc(C)n(Cc4ccccc4)c3C)C(=O)N=C2S1,-5,-3,3,-15,-13%,-6%,-0.4%,-3%,6
CCN(CC)S(=O)(=O)c1ccc(C)c(NC(=O)COC(=O)CN2C(=O)NC(C)(C)C2=O)c1,3,-3,3,0,1%,-11%,1.3%,-6%,1
CCOc1ccc(S(=O)(=O)N2CCC(C(=O)NCC(=O)Nc3cccc(Cl)c3C)CC2)cc1,-4,3,13,-1,2%,1%,1.2%,-4%,1
CCOC(=O)COc1cc2c(C(=O)OCC)c(C)oc2cc1Br,5,6,-4,-1,0%,-1%,0.2%,-5%,6
Cc1ccc(-c2csc(NNC(=O)c3ccccc3)n2)cc1,-4,-1,1,21,-6%,0%,-0.1%,0%,7
CC[C@H](C)NC(=O)CCCCCn1c(=S)[nH]c2c([nH]c3ccc(OC)cc32)c1=O,-6,-4,5,-80*,0%,9%,5.2%,1%,-1
COc1cc(C(=O)NCC2CCCO2)ccc1OCc1ccccc1Cl (stereo not given),10,-1,8,5,-1%,-3%,0.3%,-1%,4
O=C(COC(=O)c1ccc(Br)o1)Nc1cccc(S(=O)(=O)N2CCCCC2)c1,.,.,.,0,0%,6%,.,-5%,.
COc1ccc(C(N)CCc2ccc(C)o2)cc1 (stereo not given),5,-3,-9,-11,0%,-2%,0.1%,2%,6
COc1cc(C2c3sc(=O)[nH]c3SC3C(=O)N(c4ccc(C)cc4)C(=O)C32)ccc1O (stereo not given),-10,0,12,0,0%,-1%,0.3%,-3%,1
Cc1ccccc1NC(=S)/C(=C(\[O-])c1cc(C)n(Cc2ccccc2Cl)c1C)[n+]1ccccc1,7,-4,6,-19,1%,-3%,3.8%,0%,2
CCCC1=C(C(=O)OCC)C(/C=C/c2ccccc2)n2ncnc2N1 (stereo not given),5,-6,5,4,-29%,-11%,3.3%,-2%,2
O=C(Nc1ccc2c(c1)CCC2)c1ccc(F)cc1,-5,3,-12,-6,-5%,6%,-1.5%,-9%,0
O=C(c1ccc(COc2ccc3ccccc3c2)o1)N1N=C(C(F)F)CC1(O)C(F)F (stereo not given),-6,1,-10,-5,-20%,-25%,3.3%,-14%,5
COc1cccc(NC(=O)c2cc(-c3ccco3)nc3ccccc23)c1,.,.,.,-26,1%,-4%,.,-4%,.
CCCCOc1ccc(C(=O)Nc2ccc(N3CCN(C(=O)C(C)C)CC3)cc2)cc1,-1,-4,1,-1,3%,6%,0.6%,-4%,8
CCOc1nc(C)ccc1-c1noc(-c2cccnc2)n1,12,-1,-5,3,2%,1%,-0.8%,4%,-3
CCOc1ccc(NC(=O)c2c(NC(=O)c3ccncc3)sc3c2CCC(C(C)(C)C)C3)cc1 (stereo not given),0,-3,6,-5,5%,-7%,-0.4%,-2%,0
CCOc1ccc(NC(=O)N(Cc2ccc(CC)cc2)Cc2cn[nH]c2-c2ccc(OC)cc2)cc1,19,5,-1,?,3%,7%,2.5%,2%,0
Cc1ccc(SCC(=O)Nc2ncc(C)s2)cc1,-3,0,6,-2,0%,.,-0.9%,3%,-1
Oc1ccccc1C1=Nc2ccccc2N=C(c2cccs2)C1,-13,2,-5,-6,-9%,-7%,-0.2%,-3%,2
COc1ccc(C(=O)/C(C#N)=N/Nc2ccccc2[N+](=O)[O-])cc1,-17,-8,0,18,?,-8%,8.1%,1%,12

Retrieved by compound from the list above, 2 records:
Molecule,D1 antagonist,D1 potentiator,D2 potentiator,RXFP1 antagonist,Vif-APOBEC3G blk,Vif-A3F inh,RXFP1 ag,GRP78 ERSR act,D1 agonist
COc1ccc(C(=O)/C(C#N)=N/Nc2ccccc2[N+](=O)[O-])cc1,-17,-8,0,18,?,-8%,8.1%,1%,12
CCOc1ccc(NC(=O)N(Cc2ccc(CC)cc2)Cc2cn[nH]c2-c2ccc(OC)cc2)cc1,19,5,-1,?,3%,7%,2.5%,2%,0

Among those listed so far, 6 contain a Cl atom.
Molecule,D1 antagonist,D1 potentiator,D2 potentiator,RXFP1 antagonist,Vif-APOBEC3G blk,Vif-A3F inh,RXFP1 ag,GRP78 ERSR act,D1 agonist
O=C1C(Cl)=C(Nc2ccc(F)cc2)C(=O)N1CCc1ccccc1,-35*,-3,-14,-35,-2%,3%,-0.8%,5%,2
O=C(CCCc1ccccc1)Nc1ccnn1C1CCN(Cc2ccc(Cl)cc2)CC1,-30,-2,-23,1,1%,5%,1.1%,-3%,27
Nc1nc(N)c(N=Nc2ccc(Cl)cc2)c(=O)[nH]1,6,-1,2,3,-1%,-20%,-2.4%,3%,4
CCOc1ccc(S(=O)(=O)N2CCC(C(=O)NCC(=O)Nc3cccc(Cl)c3C)CC2)cc1,-4,3,13,-1,2%,1%,1.2%,-4%,1
COc1cc(C(=O)NCC2CCCO2)ccc1OCc1ccccc1Cl (stereo not given),10,-1,8,5,-1%,-3%,0.3%,-1%,4
Cc1ccccc1NC(=S)/C(=C(\[O-])c1cc(C)n(Cc2ccccc2Cl)c1C)[n+]1ccccc1,7,-4,6,-19,1%,-3%,3.8%,0%,2

Not all compounds are listed; count on the stated rates, not on these rows.
